Compound activity (PubChem BioAssay)
TRPM1 prom inh – inhibitors of MITF-dependent TRPM1 promoter reporter, primary screen, cell-based, SK-MEL-5, single point, luciferase | SK-MEL-5 TRPM1 promoter luciferase, 24 h | 330,000 tested, 0.83% active | inhibition, % at 12.5 µM;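 active = mean inhibition across replicates of 60% or more, whatever share of single replicates reaches that level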; note: values of inactives mirror those of a sister screen read the other way
TRAIL sens C8 – viability loss with TRAIL in NB7+C8 cells, primary screen, TRAIL sensitizer project, cell-based, ATPlite luminescence; inhibition (viability loss, TRAIL sensitization), % at 10 µM; 360,000 tested, 1% active; AID 624354, 2012;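 active = compounds causing at least 50% loss of cell viability in the single-dose screen, relative to plate controls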
NR2E3 ag-1 – inhibitors of NR2E3-RetCOR corepressor binding, primary screen, NR2E3 agonist project, biochemical, TR-FRET, GST-NR2E3, biotin-RetCOR; inhibition of corepressor binding, % at 4.78 µM; AID 2300, 2010; 320,000 tested, 0.12% active; 1536-well; Photoreceptor-specific nuclear receptor (Homo sapiens), Q9Y5X4;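 active = percent inhibition above the cutoff of mean plus 3 SD of all tested compounds, set per screening campaign, cut at about 20% in these data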;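 note: 0% = DMSO wells and 100% = biotin wells as full block of FRET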
Target sequence (Q9Y5X4 whole entry, looked up): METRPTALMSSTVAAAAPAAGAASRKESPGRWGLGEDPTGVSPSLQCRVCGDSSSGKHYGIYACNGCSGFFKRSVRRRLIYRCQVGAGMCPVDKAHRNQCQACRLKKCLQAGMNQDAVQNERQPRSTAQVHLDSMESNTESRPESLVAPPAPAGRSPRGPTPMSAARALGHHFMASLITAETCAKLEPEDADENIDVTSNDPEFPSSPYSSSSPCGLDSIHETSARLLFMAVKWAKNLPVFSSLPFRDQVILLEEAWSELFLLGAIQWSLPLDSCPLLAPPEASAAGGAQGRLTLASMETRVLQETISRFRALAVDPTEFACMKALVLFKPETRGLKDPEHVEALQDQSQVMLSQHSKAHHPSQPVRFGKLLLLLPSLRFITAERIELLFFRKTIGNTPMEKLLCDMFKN
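Assay system: NR2E3–RetCOR corepressor complex. Quantity: 1.35 nM GST-NR2E3. Buffer or medium: pH 7.5 Tris-based buffer. Reagent: biotinylated RetCOR corepressor at 7 nM final. Schedule: 5 h at 4 °C. Detection: TR-FRET, emission read at 617 and 671 nm. Replicates: one well per compound, singlicate testing.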
KKLEB cytotox – cytotoxicity in KKLEB CF airway cells, primary screen, cytotoxicity control for CF NF-kB inhibitor project, cell-based, uHTS, fluorescence assay plates | 360,000 tested, 0.36% active | activity change (cytotoxicity), % at 5 µM | AID 602141, 2011 | KKLEB CF airway cells viability, ATPlite luminescence, overnight; active compounds read low; cells stimulated with P. aeruginosa culture filtrate;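 active = corrected activity change at or below -50% at 5 µM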
iPSC survival up – enhancers of single-cell hiPSC survival, primary screen, ATPlite luminescence. AID 602274, 2012. 100% = ROCK inhibitor wells, 0% = DMSO. survival enhancement, % at 20 µM. 360,000 tested, 0.044% active; in the data active = survival enhancement above about 18%;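 note: cells exposed to compounds for 16 hours before the ATP read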
Shn3 3UTR inh – reduction of Shn3 3'UTR firefly luciferase signal, primary screen, Schnurri-3 inhibitor project, cell-based, Clone20 osteoblasts, set 2 | Clone20 osteoblast Shn3 3'UTR firefly luciferase, 24 h | inhibition, % at 12.5 µM | 360,000 tested, 0.52% active;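 active = mean inhibition of at least 75% with every replicate also reaching 75%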;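 note: 0% = median of neutral control wells and 100% = pilot-screen positive control compound; some compounds past the cut are filed as inactive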
CF NFkB block – inhibitors of PAF-induced NF-kB signaling, primary screen, cell-based, GFP fluorescence, uHTS; KKLEB NF-kB-GFP reporter, GFP fluorescence overnight; 360,000 tested, 0.86% active; inhibition, % at 5 µM;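 active = at least 50% inhibition at 5 µM, scaled per plate between neutral and stimulator controls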;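 note: PAF is a Pseudomonas aeruginosa culture filtrate used as stimulus; plate controls were PAF-stimulated DMSO wells for no effect and unstimulated DMSO wells for full effect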
Peg3 prom inh – Peg3 promoter-driven luciferase inhibitors, primary screen, cell-based, HeLa, luciferase luminescence; 360,000 tested, 1.7% active; inhibition, % at 20 µM; HeLa PEG-Prom luciferase reporter, overnight; AID 588405, 2011;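 active = inhibition of at least 50% at 20 µM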
HIF-2a inh – HIF-2a reporter inhibitors, primary screen, luminescence, 786-0 RCC cells | 786-0 RCC cells HIF-2a reporter, luciferase luminescence, overnight | inhibition, % at 18.8 µM | 360,000 tested, 0.72% active;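 active = inhibition of the luminescence signal of 40% or more relative to plate controls, in a single-dose primary screen at 18.75 µM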
NR2E3 ag-2 – NR2E3 agonists in two-hybrid cells, primary screen, cell-based, luminescence, CHO-S, Gal4-NCOR/VP16-NR2E3; luciferase; AID 602229, 2012; inhibition of corepressor binding, % at 3.98 µM; 360,000 tested, 0.35% active;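 active = inhibition above the mean of all tested compounds plus 3 SD, cut at about 70% in these data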;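 note: 0% = DMSO with NR2E3 transfected cells and 100% = cells lacking NR2E3 construct; higher means lower luciferase signal from less NR2E3 corepressor binding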
EBV LMP1 NFkB – EBV LMP1-driven NF-kappaB luciferase reporter inhibitors, primary screen, cell-based, luminescence, single point | AID 504558, 2011 | 350,000 tested, 0.69% active | inhibition, % at 12.5 µM | LMP1-induced NF-kappaB luciferase reporter cells; in the data active = inhibition above about 41%;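 note: 0% = neutral control wells and 100% = reference inhibitor control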
* marks the source's active call; other numbers are inactive results; nt = no result given. This is a subset (hit frequency here may not be typical).

Structure	TRPM1 prom inh	TRAIL sens C8	NR2E3 ag-1	KKLEB cytotox	iPSC survival up	Shn3 3UTR inh	CF NFkB block	Peg3 prom inh	HIF-2a inh	NR2E3 ag-2	EBV LMP1 NFkB
CCN(CC)C(=O)CSc1nnc(CCNC(=O)OC(C)(C)C)o1	-9.0	-8.9	-4.1	-0.7	-1.2	13.6	-7.7	-4.0	16.4	3.9	-7.2
NS(=O)(=O)c1cccc(NC(=O)CCCC2CCCCC2)c1	-16.3	5.6	-0.6	-0.4	-0.4	-55.0	9.4	-137.2	-175.3	-13.4	-9.6
COc1ccc(C(C)=O)cc1CSc1ccc(S(=O)(=O)N2CCCCC2)cn1	0.4	6.8	-16.3	-1.9	-0.4	16.9	-35.4	28.9	17.9	-2.7	-5.7
C=CCn1c(SCC(=O)NCC(=O)OCC)nnc1-c1cccc(OC)c1	-7.4	-5.1	-5.9	3.0	0.3	1.5	-2.0	2.5	18.6	-1.4	0.3
CC(=O)c1cc(C)ccc1OC(=O)CCN1C(=O)C2C3c4ccccc4C(c4ccccc43)C2C1=O (stereo not given)	10.1	-3.5	-0.4	9.5	9.1	0.7	3.2	7.0	9.2	12.8	15.3
O=C(CC1SC(N2CCCCC2)=NC1=O)Nc1cccc(C(=O)NCc2ccccc2)c1 (stereo not given)	-15.1	-1.1	nt	6.6	6.1	3.5	-5.4	-0.1	9.9	-25.3	-3.3
O=C(Nc1cccc2ccccc12)c1cn(-c2ccccc2)nc1-c1cccs1	-34.9	-1.7	0.9	3.7	-2.2	5.2	-8.6	-22.7	-90.3	10.4	-14.9
O=C1CN(C(=O)c2cnccn2)c2ccccc2N1	10.0	-17.2	1.5	-2.0	0.0	2.7	-0.5	4.5	1.3	-22.8	0.4
Cc1noc(C(=O)NCc2cccnc2)c1Cl	9.4	-2.7	2.5	4.5	0.8	-0.3	-6.1	6.2	6.7	-9.8	-2.1
COC(=O)c1ccc2c(c1)NC(=O)c1ccccc1S2	3.6	0.1	0.9	6.1	-0.7	-8.2	7.3	18.2	21.8	-19.7	6.3
c1ccc2c(c1)ncn2CCCCOc1ccc2c(c1)CCC2	4.5	13.3	4.9	0.0	-1.5	54.8	-20.0	-54.7	-104.3	36.6	0.0
O=C(COC(=O)Cc1ccc(F)cc1)NC1CCCC1	11.4	-4.4	-3.5	-8.8	0.5	1.3	-25.3	-4.2	1.3	-14.3	8.1
CCOC(=O)CC(C#N)c1c[nH]c2ccccc12 (stereo not given)	-1.0	-16.2	1.8	-1.9	-2.2	-7.0	-1.5	3.0	1.0	16.2	-1.5
O=c1cc[nH]c2cc(C(F)(F)F)ccc12	-12.8	4.1	1.0	16.7	-1.9	-24.4	9.2	-1.5	14.4	-11.9	5.4
CC/C(=N\Nc1nncc2ccccc12)c1ccc(F)cc1	-84.5	5.9	-1.7	7.0	-0.5	-97.6	-32.9	-309.6	-200.5	-182.9	-26.3
CCO[C@H]1OC(C(=O)O)=C[C@@H](c2ccc(C(F)(F)F)cc2)[C@@H]1CCCO	4.7	-3.1	2.2	-15.4	-0.9	1.6	-8.0	4.0	2.9	-18.4	-5.2
CCOc1ccccc1OCC(=O)NNC(=S)NC1CCCCC1	3.6	-2.0	2.0	4.7	-1.1	7.8	-14.4	7.1	5.2	-0.2	-5.7
CCN(CC(=O)Nc1ccc(NC(C)=O)cc1)CC(=O)Nc1cc(C)on1	-0.9	-2.1	1.3	-0.1	1.6	-7.1	17.7	4.0	8.0	14.9	2.6
COc1ccccc1CNC(=O)COc1ccc(S(=O)(=O)N2CCOCC2)cc1	2.3	5.6	-1.0	17.2	1.0	2.1	-22.7	-24.0	-1.0	-2.7	6.4
CCOc1cc(N2CCOCC2)c(OCC)cc1NC(=O)Cc1cn2ccsc2n1	8.2	-9.2	-2.1	7.2	-1.6	-51.8	-4.3	-0.3	-6.4	-13.0	-1.3
Cc1cccc(C)c1N1CCN(S(=O)(=O)c2ccc(F)cc2)CC1	-11.6	4.2	-1.8	1.7	-0.9	-1.3	0.3	19.6	21.4	-2.4	-4.2
N#Cc1c(N)nc2c3c(sc(=N)c2c1N)NC(=O)CC3c1ccccc1Cl (stereo not given)	-4.2	15.8	27.7*	-9.7	-1.1	-4.6	-8.3	21.7	15.3	-18.7	16.6
Cc1ccc(NC(=O)Cn2cc(C=O)c3ccccc32)cc1C	27.7	0.6	3.4	-11.7	-0.5	54.2	12.8	13.1	15.5	8.1	11.8
Cc1ccc(C)c(C(=O)CCC(=O)Nc2ccc(F)cc2)c1	2.3	4.5	-1.6	-5.9	0.0	-2.8	12.1	1.2	-20.5	11.4	-4.7

NR2E3 ag-1, what is marked active above
molecule | TRPM1 prom inh | NR2E3 ag-1 | Shn3 3UTR inh | CF NFkB block | Peg3 prom inh | HIF-2a inh | NR2E3 ag-2 | EBV LMP1 NFkB
N#Cc1c(N)nc2c3c(sc(=N)c2c1N)NC(=O)CC3c1ccccc1Cl (stereo not given) | -4.2 | 27.7* | -4.6 | -8.3 | 21.7 | 15.3 | -18.7 | 16.6

(listing goes on)
Structure	TRPM1 prom inh	TRAIL sens C8	NR2E3 ag-1	KKLEB cytotox	iPSC survival up	Shn3 3UTR inh	CF NFkB block	Peg3 prom inh	HIF-2a inh	NR2E3 ag-2	EBV LMP1 NFkB
CCc1cccc(C)c1NC(=O)Cn1c(NCCO)nc2ccccc21	-0.7	19.6	3.0	-18.4	1.0	4.9	-1.6	16.7	19.3	2.1	1.8
Cc1cc(Cl)ccc1Oc1nc(-c2ccccc2)ncc1S(C)(=O)=O	14.3	1.0	4.8	-14.0	-0.9	34.0	10.1	24.8	26.1	-21.1	4.4
CCC1(CC)C(=O)C2=C3C1[C@H](C(=O)OC)CC(C(=O)OC)C[C@H]3n1c(=O)n(C)c(=O)n1[C@H]2C (stereo not given in full)	3.2	-10.2	4.7	-5.1	-2.6	-13.1	-14.2	4.0	6.7	-5.5	-1.2
COc1cc(S(=O)(=O)N2CCOCC2)ccc1NC(=O)COc1ccc(N(C)S(=O)(=O)c2ccc(C)cc2)cc1	11.6	5.6	0.5	-11.5	0.6	24.0	-4.3	24.1	9.6	-6.9	2.1
CC1CN(C(=O)/C(C#N)=C2\N=C(NC(=O)c3ccc(F)cc3)c3ccccc32)CC(C)O1 (stereo not given)	nt	5.0	1.4	4.2	-0.6	-9.6	-11.2	18.1	19.5	-4.8	nt
Cc1ccc(C(=O)CSc2nnc(-c3snnc3C)n2C2CC2)cc1	-4.2	24.1	-1.3	13.1	0.0	-3.4	-11.7	-19.5	-12.9	2.5	2.4
Cc1cc(NS(=O)(=O)c2ccc(NC(=O)COc3ccc(Br)cc3)cc2)nc(C)n1	7.2	-4.1	0.2	0.7	-0.4	-3.9	3.2	1.9	17.0	-29.8	9.3
COC(=O)[C@]1(Cc2ccccc2)N[C@H](c2ccc(SC3CCCCC3)c(OC)c2)[C@@H]2C(=O)N(C)C(=O)[C@@H]21	-3.6	-0.6	nt	6.6	-2.3	-5.7	-3.0	19.8	20.7	-10.5	10.7
Cc1ccc(CNC(=O)C2(NC(=O)Nc3ccc(C)cc3)CCCCC2)cc1	-3.7	-6.5	2.1	8.7	-1.1	5.9	4.3	27.4	10.6	-5.5	-1.8
Cn1c(=O)oc2cc(S(=O)(=O)N3CCC(C(=O)N4CCN(c5ccccc5)CC4)CC3)ccc21	nt	-5.7	3.1	1.0	-1.0	1.9	7.3	-6.3	11.6	-24.9	-3.0
Cc1ccc(Cn2cc(C(=O)c3ccc(F)cc3)c(=O)c3cc4c(cc32)OCCO4)cc1	-11.9	-9.9	2.6	10.2	7.3	-2.5	0.7	3.1	-3.5	-12.7	-2.2
CCSc1ccccc1C(=O)Nc1cccc(OC)c1	-13.2	-6.3	0.4	7.3	2.4	-7.3	-1.4	-37.2	-19.6	-33.4	5.2
COCc1cc(=O)n2[nH]c(C)cc2n1	-2.5	-0.6	1.1	-1.5	5.5	-10.5	7.5	14.7	8.3	-10.2	0.9
Cc1ccc([N+](=O)[O-])cc1NC(=O)C1CCN(S(C)(=O)=O)CC1	-10.5	0.3	0.5	-6.5	3.6	6.9	13.2	2.8	18.5	-3.0	-4.1
NC(=O)C1CCN(C(=O)c2ccc(Oc3ccccc3)cc2)CC1	-1.4	-16.3	4.4	6.8	-1.9	-26.0	4.1	-7.9	-15.3	-97.1	-6.8
O=C(NC1CCCCC1)C(c1ccccc1)N(C(=O)c1csnn1)C1CCCC1 (stereo not given)	-0.6	-4.4	2.3	-4.6	0.0	6.9	7.5	19.2	14.3	-11.9	0.0
O=C(O)C1=C[C@H](c2ccccc2)C[C@H](OCc2ccc(CO)cc2)O1	1.9	-4.2	1.2	-10.0	5.2	-13.4	-15.8	-0.7	-10.0	17.6	-2.2
COc1ccccc1/C=C/CN1CCCCC1	-4.6	5.4	2.3	5.7	1.0	-4.6	7.0	5.8	9.6	-12.8	5.2
